# Assay outcomes from PubChem BioAssay.
# PriA SSB inh: inhibitors of Klebsiella pneumoniae PriA binding to SSB C-terminal tail; AlphaScreen SSBct-PriA binding, biotinylated peptide; actives 0.6% (n = 430,000); inhibition, % at 33 µM; in the data active means inhibition mostly above about 37%, no sharp cut-off; inactive means mostly below about 20%;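 further: plate controls were negative control peptide for no effect and reference peptide for full effect; strong numbers were not always called active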
# * marks the source's active call; other numbers are inactive results; & = joins results of further samples. An excerpt, so the mix of outcomes need not match the whole.
SMILES,PriA SSB inh
COc1ccccc1OCCN1C(=O)C2(SC(NC(C)=O)=NN2C(C)=O)c2cc(C)ccc21 (configuration not stated),-11
O=[N+]([O-])c1ccccc1C=NNc1nccnc1Cl,11
[O-]C(=C(C(=S)Nc1ccccc1F)[n+]1ccccc1)c1ccc(-c2ccccc2)cc1,-17
Cc1cc(NC(=O)/C=C/c2cccs2)n(C(C)C)n1,2
CC(N=C1CC(C)(C)CC(=O)C1=C(O)CCCN1C(=O)c2ccccc2C1=O)C(=O)O (configuration not stated),-7
CCOc1ccc(S(=O)(=O)NCCCN2CCN(c3ccccc3)CC2)cc1F,-8
CCOc1cc(-c2nnc(NC(=O)Cc3cccc4ccccc34)o2)cc(OCC)c1OCC,-23&1
O=S(=O)(c1ccc(OC(F)(F)F)cc1)N1CC(c2nc(-c3ccco3)no2)C1,-12
CCCN1CCCc2cc(CCNS(=O)(=O)c3cc(CC)ccc3OC)ccc21,66*
O=C1C(=O)N(CC2CCCO2)C(c2ccccc2[N+](=O)[O-])C1=C(O)c1ccccc1 (configuration not stated),-1
O=C(CC1C(=O)NCCN1C(=S)NC(=O)c1cccc([N+](=O)[O-])c1)OCC1CCCO1 (configuration not stated),4
CCOc1ccc(C=NNC(=O)c2ccc(Cn3cc(Br)cn3)o2)cc1,-5
CCCCNC(=O)c1c(C)c2c(=O)n(CC(=O)Nc3ccc(Br)cc3)ncn2c1C,-15
Cc1noc(-c2cccnc2-n2ncc(C(=O)NCc3cccc(Cl)c3)c2C)n1,-16
O=C(NCC1(c2ccc(F)cc2)CCOCC1)c1ccco1,-11
CC(C)(C)C(=O)NCCn1ncc2c(=O)n(Cc3ccc(Cl)cc3)cnc21,-18
CC(=O)Nc1ccc(S(=O)(=O)Nc2ccc3c(c2)CN(C(=O)c2ccco2)CC3)cc1,-7
O=C(Nc1nnc2n1CCCS2)c1ccc(S(=O)(=O)N2CCCC2)cc1,-3
COC(=O)c1ccc(C2CCN(C(=O)Cc3cccc(OC)c3)CC2)cc1,-11
COc1ccc(C(=O)NCCOc2cc(C)cc(C)c2)c(OC)c1,-21

# Given bar-delimited: entries from further up
smiles | PriA SSB inh
CC(C)(C)C(=O)NCCn1ncc2c(=O)n(Cc3ccc(Cl)cc3)cnc21 | -18
CC(N=C1CC(C)(C)CC(=O)C1=C(O)CCCN1C(=O)c2ccccc2C1=O)C(=O)O (configuration not stated) | -7
CCCN1CCCc2cc(CCNS(=O)(=O)c3cc(CC)ccc3OC)ccc21 | 66*
COC(=O)c1ccc(C2CCN(C(=O)Cc3cccc(OC)c3)CC2)cc1 | -11

# Continued:
SMILES,PriA SSB inh
CCN(CC)S(=O)(=O)c1ccc(C(=O)Nc2nnc(-c3ccc(Br)s3)o2)cc1,-7
CC(=NNC(=O)CSCc1ccccc1Br)c1cccc([N+](=O)[O-])c1,6
Cc1cc(-c2nnc(NC(=O)c3sc4ccccc4c3Cl)o2)n(C)n1,3
C#CCn1c(=NC(C)=O)sc2cc(NC(C)=O)ccc21,-18
CCn1ccnc1N1CCNCC1,-16
Cc1cc(N2C(=O)C(=O)C(=C(O)c3ccc(OC(C)C)cc3)C2c2cccs2)no1 (configuration not stated),-8
COc1ccc([C@H](CC(=O)c2ccccc2)SCCO)cc1,-12
COC(=O)c1ccsc1NC(=O)CC1SC(N)=NC1=O (configuration not stated),-19
O=C(NN=Cc1ccc(-c2ccccc2Cl)o1)c1ccccc1,-11
O=C(c1ccc(C(F)(F)F)cc1)N(CCc1ccccc1)Cc1ccccn1,-2
COC(=O)c1ccc2c(=O)n(CC(=O)NC3CCN(Cc4ccccc4)CC3)c(=S)[nH]c2c1,-6
CS(=O)(=O)c1ccc2nc(N(Cc3cccnc3)C(=O)c3ccc(F)cc3)sc2c1,-10
Cc1ccc2nc(NC(=O)c3ccc(=O)n(Cc4cccc(F)c4)n3)sc2c1,-7
O=C(Cn1c2ccc(F)cc2c2ncn(Cc3ccccc3)c(=O)c21)NCc1ccc2c(c1)OCO2,-18
COc1ccc(-c2cc(C(=O)Nc3c(C(=O)Nc4cccc(C)c4)oc4ccccc34)no2)cc1,-12
Cc1cccc(N2CCN(C(=O)c3coc(NC(=O)c4cnccn4)n3)CC2)c1,9
COc1cc(/C=C2\SC(=N)NC2=O)ccc1OCC(=O)Nc1ccccc1C,-1
COC(=O)c1cc(-c2cccn2C)n[nH]1,6&9
Cc1nc(NC(=O)c2ccc(S(=O)(=O)N3CCCCC3)cc2)sc1C,1
NC(=O)COc1ccc2c(c1)O/C(=C\c1c(Cl)cccc1Cl)C2=O,-6
COc1ccc(C(=O)n2nc(C)c(S(=O)(=O)N3CCCCCC3)c2C)c(OC)c1,-12
Cc1cc(C)c2nc(N3CCN(C(=O)c4ccccc4)CC3)sc2c1,-11
CCOC(=O)c1c(NC(=O)c2nn3c(C(F)(F)F)cc(-c4cccs4)nc3c2Cl)sc2c1CCCC2,-7
O=C(NCC1COC2(CCCCC2)O1)c1cccc(Br)c1 (configuration not stated),-8
O=c1ccc(-c2ccccc2F)nn1Cc1nc(-c2ccccc2Cl)no1,-7
O=C(CCc1ccccc1)NCCCN1CCN(c2ccccc2)CC1,-12
O=C(NCc1ncc(-c2ccccc2)[nH]1)c1cc(=O)c2ccccc2o1,6
O=C(OCc1cc(-c2ccccc2)on1)c1ccc(=O)[nH]n1,-14
O=C(NN=Cc1cccc(Cl)c1)c1c(O)c2c([nH]c1=O)CCCC2,-10
CC(C)c1nnc(SCC(=O)Nc2ccc3c(c2)OCO3)c2c1cnn2-c1ccc(F)cc1,18
Clc1ccccc1CSc1ccc2nnc(-c3ccncc3)n2n1,-6
Cc1ccc(S(=O)(=O)NN=Cc2ccccc2O)cc1[N+](=O)[O-],-4
CN(C1CCCCC1)S(=O)(=O)c1ccc(C(=O)Nc2ccc3c(c2)C(=O)NC3=O)cc1,-1
CCOc1ccccc1C(=O)NCCn1ncc2c(=O)n(Cc3ccc(F)cc3)cnc21,3
CCOC(=O)C(CC)n1cnc2c(cnn2-c2ccccc2)c1=O (configuration not stated),-29
N#CCSc1nc2ccccc2c(=O)n1Cc1ccc(C(=O)NC2CCCC2)cc1,3
Cc1csc(C(=O)N2CCC(Oc3cc(C)oc(=O)c3)CC2)c1,-22
CCC(C(=O)NCC(C)(O)COC)c1ccccc1 (configuration not stated),8
COc1cc(C(=O)Nc2ccc3c(c2)N(C(=O)C2CCCC2)CC3)cc(OC)c1OC,9
CC(Cn1nnc2ccccc21)=NNC(=O)c1ccc(Br)cc1,-12
O=C(NCCCn1ncccc1=O)Nc1ccc(F)cc1F,0
Cc1ccc(C(=O)Cn2nc(-c3ccco3)c3sc(N4CCOCC4)nc3c2=O)cc1,8
O=C(Nc1ccccc1C(F)(F)F)c1ccc(F)c(S(=O)(=O)NCCc2ccccc2)c1,-16
COC(=O)c1sc(-c2ccccc2)cc1NC(=O)c1cc(C)on1,5
O=C(NC[C@@](O)(c1cccs1)C1CC1)C1(c2cccs2)CCCC1,-9
O=C(CSc1ncnc2c1[nH]c1ccccc12)Nc1ccccc1Br,-32
Clc1ccc(Cl)c(-c2nc3ccccc3s2)c1,-5
COc1ccc(OC)c(-c2ccc(N3CCN(C(=O)C4CCCO4)CC3)nn2)c1 (configuration not stated),-2
O=C(Cc1csc(NS(=O)(=O)c2ccccc2)n1)NC1CCCCC1,-3
COc1cc(OC)cc(C(=O)Nc2nc(-c3ccc4c(c3)OCO4)cs2)c1,10
CN(C)CCN(C(=O)c1ccc(Cl)cc1Cl)c1nc2cc3c(cc2s1)OCO3,22
COc1ccc(S(=O)(=O)N2CCC(c3nnc(C4CC4)o3)CC2)cc1,-13
O=C(CNC(=O)c1ccc(S(=O)(=O)N2CCCC2)cc1)NN=Cc1c(Cl)cccc1Cl,-5
O=C(NCc1nn(C2CCCC2)c2c1COCC2)c1ccc(F)cc1Cl,-14
CCCN1CCCc2cc(CCNC(=O)OC)ccc21,64*
CCOC(=O)N1CCN(CC(O)COc2ccc(Br)cc2Br)CC1 (configuration not stated),0
CCN(CC)S(=O)(=O)c1cccc(C(=O)NN=C2CCCC(=O)C2)c1,-4
Cc1ccc(C(N)=NOC(=O)CCCc2ccccc2)cc1,-47
COc1cc(C)nc(N2CCCC(C(=O)NC3CCC(C)CC3)C2)n1 (configuration not stated),-16
O=C(CS(=O)(=O)c1ccc(Cl)s1)Nc1cccc(C(F)(F)F)c1,-14&-12

# The results go on:
SMILES,PriA SSB inh
CCCCS(=O)(=O)NCC1CCN(C(=O)c2ccoc2)CC1,2
COc1ccc2nc(C)cc(SCC(=O)NN=Cc3c(OC)ccc4ccccc34)c2c1,-9
CCOC(=O)C1CCN(c2c(C#N)cnc3ccc(OCC)cc23)CC1,-44
COc1ccc(CC(=O)NCC(C)(O)C2CC2)cc1OC (configuration not stated),-8
Cc1nonc1NC(=O)c1ccc(-n2cncn2)nn1,9
COc1ccc(CC(=O)Nc2nc3cc4c(cc3s2)OCCO4)cc1C,0
O=C(Nc1ccc(SCC(=O)N2CCc3ccccc32)nn1)c1cccc(F)c1,-9&-4
COc1cc(C(=O)NC(=S)Nc2ccc(S(=O)(=O)N3CCCCC3)cc2)cc(OC)c1OC,7
COc1ccc(C([O-])=C(C(=S)Nc2ccc(C)c(C)c2)n2c[n+](C)c3ccccc32)cc1OC,-6
CC(C)(C)OC(=O)N1CCN(c2nc3ccccc3[nH]2)CC1,-18
Cc1cccc(C(=O)ON=C2CC3CCC2(C)C3(C)C)c1 (configuration not stated),-19
O=C(Nc1ccc(S(=O)(=O)N2CCCC2)cc1)C(c1ccccc1)c1ccccc1,-19&-3
Cc1ccc2[nH]c3c(=O)n(CC(=O)N4CCN(Cc5ccccc5)CC4)cnc3c2c1,-5
O=S(=O)(c1ccc2ccccc2c1)N1CCN(c2ncnc3sc(-c4ccccc4)cc23)CC1,-7
COC(=O)C1=C(C)NC(C)=C(C(=O)OC)C1c1ccc(-c2ccccc2F)o1,-11
Cc1cccc(NC(=O)CN2CCC(c3nnc(C(C)C)o3)CC2)c1C,-12
Cn1nc(-c2ccc(F)cc2)cc1C(=O)NCC(c1ccco1)N1CCOCC1 (configuration not stated),-16
COc1cc(C(=O)NCc2ccc3c(c2)OCO3)on1,0
CCOc1cc(C(=O)NCC(=O)NN=Cc2sccc2C)cc(OCC)c1OCC,-5
COc1ccc(-c2cc(-c3ccccc3)nc3sc(C(=O)Nc4nsc(-c5ccccc5)n4)c(N)c23)cc1OC,-13&-6

# Filtered by structure, the entries above containing an aryl thioether with sulfur outside any ring (6)
SMILES,PriA SSB inh
CC(C)c1nnc(SCC(=O)Nc2ccc3c(c2)OCO3)c2c1cnn2-c1ccc(F)cc1,18
Clc1ccccc1CSc1ccc2nnc(-c3ccncc3)n2n1,-6
N#CCSc1nc2ccccc2c(=O)n1Cc1ccc(C(=O)NC2CCCC2)cc1,3
O=C(CSc1ncnc2c1[nH]c1ccccc12)Nc1ccccc1Br,-32
COc1ccc2nc(C)cc(SCC(=O)NN=Cc3c(OC)ccc4ccccc34)c2c1,-9
O=C(Nc1ccc(SCC(=O)N2CCc3ccccc32)nn1)c1cccc(F)c1,-9&-4

# Other compounds follow.
SMILES,PriA SSB inh
COc1ccc(-c2cc3c(=O)[nH]nc(SCc4nc(-c5ccccc5OC)no4)n3n2)cc1OC,9
O=C(NCCC(O)c1cccs1)c1cnccn1 (configuration not stated),3
COc1ccc(C(=O)NCc2nnc(SCC(=O)Nc3cc(C(F)(F)F)ccc3Cl)o2)cc1,-9&3
CC(=O)Nc1ccc2nc(N3CCN(C)CC3)sc2c1,-7
COc1cc(C=NNC(=O)c2cccnc2)ccc1OCC(=O)N1CCOCC1,-17
NC(=O)c1ccccc1OCC#CCNC(=O)CCn1ccc(=O)[nH]c1=O,-6
COc1cc(S(=O)(=O)Nc2cccnc2)c(OC)cc1Br,-14
CN(CC(=O)N1CCC(Oc2ccc(C#N)cn2)CC1)S(C)(=O)=O,7
Cc1noc(C)c1S(=O)(=O)N1CCC(C(=O)N2CCN(c3ccccn3)CC2)CC1,-11
Cc1cc(OCC(=O)N2C[C@H]3C[C@H](C2)c2cccc(=O)n2C3)c2c(C)cc(=O)oc2c1,1
Cc1nc(N(C)C)nc(C)c1NC(=O)Nc1ccc2c(c1)OCCO2,-3
CCOC(=O)c1ccccc1NC(=O)CSc1ccc2nc(-c3ccc(OC)cc3)cn2n1,-10
O=C(Nc1ccc2c(c1)N(C(=O)c1cccs1)CC2)c1ccc2ncsc2c1,2
COc1cc(NC(=O)Cn2cccc(-c3nc(-c4ccc(C)cc4)no3)c2=O)cc(OC)c1,-4
COC(=O)N1CCC(CNC(=O)Nc2ccc(Cl)c(Cl)c2)CC1,-21
COc1ccc(S(=O)(=O)NCC[C@H](O)C2CC2)c(C)c1,-3
O=C(CCS(=O)(=O)c1ccc(Cl)cc1)Nc1nnc(CSc2ccccc2)o1,5
O=C(CNC(=O)c1cccc(Br)c1)NN=Cc1cn[nH]c1-c1ccccc1,-10
CN1CCN(C(CNC(=O)Cc2cccs2)c2ccsc2)CC1 (configuration not stated),12
CC(C)Cn1c(COc2ccc(Cl)cc2Cl)nc2ccccc21,-78
O=c1c(=Cc2ccccn2)sc2n1CN(c1ccccc1)CN=2,2
O=C(Oc1ccc(I)cc1)C(c1ccccc1)c1ccccc1,-58
CC(C)CS(=O)(=O)C1CN(C(=O)c2ccccc2Cl)C1,2
CC(C)c1cc(NN)n2ncc(-c3ccccc3)c2n1,-24
CSc1ccccc1NC(=S)NN=Cc1cccn1Cc1cccc(C)c1,0
Cn1cnc(S(=O)(=O)NCc2ccc(C(=O)c3cccs3)s2)c1,-8
Cc1nc2oc(-c3ccccc3)nc2cc1NC(=O)c1ccc(=O)n(C)n1,-8
CC1CCCCN1c1ccc(N2CCN(C(=O)/C=C/c3ccccc3)CC2)nn1 (configuration not stated),5
CC1CC(C)CN(CCC(=O)Nc2ccc3c(c2)OCO3)C1 (configuration not stated),-2

# Some values from above.
# `CC(C)CS(=O)(=O)C1CN(C(=O)c2ccccc2Cl)C1` | PriA SSB inh: 2
# `CC1CC(C)CN(CCC(=O)Nc2ccc3c(c2)OCO3)C1` (configuration not stated) | PriA SSB inh: -2
# `CSc1ccccc1NC(=S)NN=Cc1cccn1Cc1cccc(C)c1` | PriA SSB inh: 0
# `O=C(Oc1ccc(I)cc1)C(c1ccccc1)c1ccccc1` | PriA SSB inh: -58
# `Cc1nc2oc(-c3ccccc3)nc2cc1NC(=O)c1ccc(=O)n(C)n1` | PriA SSB inh: -8
# `Cn1cnc(S(=O)(=O)NCc2ccc(C(=O)c3cccs3)s2)c1` | PriA SSB inh: -8
